E-selectin induc: E-selectin induction on HUVECs | activation, % at 7.58 µM | actives 0.37% (n = 260,000) | HUVEC E-selectin immunofluorescence imaging; normalized: neutral wells 0, TNF-alpha wells 100;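 active = mean E-selectin-positive cell signal at least 10% of the positive control, reached in at least 60% of replicates, without over 20% cell loss; inconclusive = no rule given, readout overlaps actives, possibly toxicity-flagged; inactive = the rest, including those meeting only one limit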;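 also: in these data hits start at about 27%; measured in HUVEC primary endothelial cells; signal is the percent of cells scored E-selectin positive by PE staining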
Target sequence (P16581 whole entry, looked up): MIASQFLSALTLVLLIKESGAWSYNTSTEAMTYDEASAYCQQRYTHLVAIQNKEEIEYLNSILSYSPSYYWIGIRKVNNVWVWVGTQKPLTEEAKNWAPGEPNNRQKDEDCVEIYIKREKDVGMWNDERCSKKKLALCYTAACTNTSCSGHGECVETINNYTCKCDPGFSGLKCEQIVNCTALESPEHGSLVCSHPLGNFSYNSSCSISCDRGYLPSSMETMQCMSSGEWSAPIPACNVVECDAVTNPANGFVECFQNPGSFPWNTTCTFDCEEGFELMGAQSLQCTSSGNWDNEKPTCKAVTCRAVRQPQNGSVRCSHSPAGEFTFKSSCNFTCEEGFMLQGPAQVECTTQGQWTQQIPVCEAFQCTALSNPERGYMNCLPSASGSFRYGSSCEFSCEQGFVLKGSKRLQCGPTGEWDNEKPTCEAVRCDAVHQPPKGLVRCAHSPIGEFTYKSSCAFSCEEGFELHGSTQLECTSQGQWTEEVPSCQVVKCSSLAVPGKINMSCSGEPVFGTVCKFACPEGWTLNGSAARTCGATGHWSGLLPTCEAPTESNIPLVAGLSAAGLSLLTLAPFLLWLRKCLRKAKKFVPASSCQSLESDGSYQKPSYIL
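Read-out: % PE-positive cells | Test system: HUVEC | Doses: One compound dose added by pin transfer | Buffer or medium: EGM-2 over gelatin coat | Signal: Immunofluorescence imaging | Benchmarks: TNF-alpha, DMSO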
CASP6 VEID inh: blocks human caspase-6 cleavage activity; P55212; purified caspase-6, Z-VEID-R110 cleavage fluorescence; inhibition, % at 12.5 µM; actives 0.53% (n = 350,000);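 active = mean inhibition across replicates at least about 35%, with every replicate also reaching that limit, limit read from the data; inconclusive = only one of the two criteria met; inactive = neither criterion met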;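 also: 0% = median of neutral control wells and 100% = no fluorescence left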
Target sequence (P55212 24-179 limits assumed): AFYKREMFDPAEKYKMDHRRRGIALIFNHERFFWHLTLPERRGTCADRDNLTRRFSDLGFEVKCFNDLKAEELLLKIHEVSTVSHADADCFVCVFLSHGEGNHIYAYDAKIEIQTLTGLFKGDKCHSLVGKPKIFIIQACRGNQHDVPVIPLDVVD
Target sequence (P55212 194-293 limits assumed): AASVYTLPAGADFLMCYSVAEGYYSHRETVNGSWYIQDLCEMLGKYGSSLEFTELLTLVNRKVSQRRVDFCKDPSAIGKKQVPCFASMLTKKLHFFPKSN
RAD54 branch: RAD54 (human) branch migration inhibition. actives 0.14% (n = 360,000). AID 602329. inhibition, % at 10.4 µM. Q92698. RAD54 Holliday junction branch migration, FAM/BHQ fluorescence;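 active = mean normalized replicate activity at least 40 and at least half of replicates scoring 40 or more; inconclusive = only one of the two criteria met; inactive = mean below 40 and under half of replicates reaching 40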;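 also: 0% = median of neutral control wells and 100% = median of positive control wells; inhibitors cause a drop in the FAM fluorescence signal; in these data hits start at about 50%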
RAD52 inh: blocks human RAD52 DNA annealing; actives 0.46% (n = 360,000); P43351; inhibition, % at 18.7 µM; recombinant RAD52 DNA annealing, FRET fluorescence;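 active = every replicate showing at least 50% inhibition; inconclusive = mean inhibition at least 50% but not in every replicate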
DENV2 CPE: DENV2-induced cell death inhibition; AID 651640; CPE inhibition, % at 9.99 µM; DENV2-infected cells, cytopathic effect rescue, plate reader; actives 1.7% (n = 350,000); in the data active = CPE inhibition above about 20%, passing the limit was not always enough; inconclusive = no clear call, values can overlap the other calls; tested in BHK-21 cells;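 also: 0% = median of neutral control wells and 100% = median of positive control wells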
INS-1E GSIS act: GLuc luminescence reporter in INS-1E cells, primary screen for activators of glucose-dependent secretion of insulin | actives 0.61% (n = 370,000) | INS-1E GLuc reporter insulin secretion, 2-3 h | activation, % at 16.6 µM;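 active = lowest replicate activation of at least 40%, so every replicate reaches that level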;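 also: 0% = median of neutral control wells and 100% = median of IBMX positive control wells; some compounds called inactive have numbers as strong as hits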
F508del corr: correctors of CFTR F508del function in bronchial epithelial cells. actives 0.36% (n = 350,000). activity (quench increase), % at 7.58 µM. CFBE cells, YFP halide quenching; stimulated with forskolin plus potentiator P3; % fluorescence drop versus neutral controls;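 active = mean added fluorescence quench of at least 8% versus neutral control, with both replicates also reaching 8%; inconclusive = only one of the mean or replicate conditions met; inactive = mean below 8% and not both replicates reaching 8%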;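 also: cells transiently co-express mutant CFTR-F508del with the halide-sensitive YFP; corrector assay measuring rescue of mutant channel to the surface after 24 h compound exposure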
XiGFP reactiv: X-chromosome reactivation activator; XiGFP mouse fibroblasts, % GFP-positive cells imaging, 3 d; cells co-treated with 5-aza-dC sensitizer; scaled so ellipticine positive control = 100%; activation, % at 7.58 µM; actives 0.055% (n = 360,000);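 active = mean normalized replicate activation at least 10% and every replicate at or above 10%; inconclusive = only one of the two criteria met; inactive = mean below 10% and not all replicates reach 10%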;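 also: 0% = median of on-plate neutral control wells and 100% = ellipticine 6 µM median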
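Material: XiGFP fibroblasts, SV40-immortalized. Buffer or medium: DMEM plus 5-aza-dC sensitizer. Compound: single concentration per compound, delivered by pin transfer. Times: 3 days compound exposure. Controls: ellipticine 6 µM.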
An asterisk follows results filed as active; ? = inconclusive; · = no result given; & = joins results of further samples; ! = repeats disagree.

SMILES	E-selectin induc	CASP6 VEID inh	RAD54 branch	RAD52 inh	DENV2 CPE	INS-1E GSIS act	F508del corr	XiGFP reactiv
COc1ccc(-c2ccc([C@H]3[C@@H](CO)N4C(=O)CN(C(=O)C5CCCC5)C[C@H]34)cc2)cc1	0.1	-1	·	5	4	-7	1.5	-0.1
CCCC#Cc1cnc2c(c1)C(=O)N([C@@H](C)CO)C[C@H](C)[C@@H](CN(C)C(=O)Nc1ccc(OC)cc1)O2	0.3	1	3	12	-9	-10	0.9	-0.1
CN(C(=O)COC(=O)CCCN1C(=O)c2cccc3cccc(c23)C1=O)C1CCS(=O)(=O)C1 (configuration not stated)	-0.2	4	6	-2	1	11	0.4	0.2
O=C(Cc1ccccn1)NCC[C@H]1CC[C@H](NS(=O)(=O)c2ccc(Cl)cc2)[C@@H](CO)O1	-0.3	-7	-3	-29	12	-2	-0.7	-0.2
Cn1cnnc1SCC(=O)N/N=C/c1ccc(OCC(N)=O)cc1	·	-2	·	-2	-2	-9	1.5	0.1
CCC(=O)N1N=C(c2ccccc2)CC1c1ccc([N+](=O)[O-])cc1 (configuration not stated)	·	-1	13	-6	13	-9	-5.6	0.0
CCCCN(C(=O)C(C)Oc1ccc(Br)cc1)c1c(N)n(CC(C)C)c(=O)[nH]c1=O (configuration not stated)	0.0	1	-5	-9	11	5	3.8	0.5
COc1ccc(/C=N/Nc2ncc(C(F)(F)F)cc2Cl)cc1OC	1.0	-2	·	-13	-4	1	·	-0.1
CCCNC(=O)Nc1ccc2c(c1)OC[C@H](C)N(Cc1ccccn1)C[C@@H](C)[C@H](OC)CN(C)C2=O	0.1	1	-4	4	-3	-2	-0.3	0.1
O=C(COC(=O)C1COc2ccccc2O1)Nc1ccccc1OC(F)F (configuration not stated)	0.3	-1	-5	-14	-3	28	-1.4	0.9
CC(CN(C)C)CN1c2ccccc2Sc2ccccc21 (configuration not stated)	2.1	4	-4	4	18	·	3.7	-0.1
O=C(Nc1c(C(=O)N2CCN(c3ccccn3)CC2)oc2ccccc12)c1cccc([N+](=O)[O-])c1	0.1	0	4	-13	-2	13	-2.5	0.1
CC1(C)Cc2c(cnn2-c2ccc(F)cc2)C(NC(=O)CN2CCCC2=O)C1 (configuration not stated)	·	-5	7	-18	-5	8	-0.2	0.0
COC(=O)c1c(NC(=O)CCl)sc(C(=O)N2CCOCC2)c1C	·	5	0	-6	-4	19	-2.5	0.6
O=C(c1ccc(=O)[nH]n1)N1CCN(S(=O)(=O)c2ccc3ccccc3c2)CC1	-1.9	2	-2	-14	-1	3	1.3	-0.1
O=C(C1CCCC1)N1CC2(C1)[C@@H](c1ccccc1)[C@H](CO)N2Cc1ccc(Cl)cc1	2.8	2	·	-44	11	-6	1.5	0.1
CCNC(=O)C[C@@H]1CC[C@H]2[C@@H](COC[C@H](O)CN2C(=O)c2ccccn2)O1	0.0	·	-8	·	-1	0	-0.5	0.1
Cc1cc(Cl)c(C)c(S(=O)(=O)N2CCN(CC(=O)N3CCOCC3)CC2)c1Cl	-0.7	6	-2	3	-5	14	1.7	0.0
O=C(Nc1ccccn1)C1CCCN(c2ncnc3c2nc2n3CCCCC2)C1 (configuration not stated)	·	-1	-9	-10	-5	11	2.0	0.1
CCn1c(CNC(=O)C(C)(C)C)nc2ccccc21	·	-2	5	-4	-5	·	-2.1	0.1
C[C@@H]1CN([C@H](C)CO)C(=O)Cc2cc(NC(=O)Nc3ccc(F)cc3)ccc2O[C@H]1CN(C)C(=O)Nc1ccccc1	·	0	-11	-1	3	-6	1.5	-0.1
CCOc1ccc(N2C(=O)/C(=C/c3ccco3)N(C)C2=S)cc1	0.0	·	2	·	·	20	·	0.3
COc1cccc(NC(=O)CSc2nc3ccccc3nc2N2CCOCC2)c1	·	-1	-5	-257	-1	-44	3.3	0.0
CC(C)(C)NC(=O)C1CC1(c1ccccc1)c1ccccc1 (configuration not stated)	-0.1	-2	-11	-13	15	16	-3.1	0.0
Cc1noc(C)c1S(=O)(=O)Nc1ccc2c(c1)C(=O)N([C@H](C)CO)C[C@H](C)[C@H](CN(C)Cc1ccc3c(c1)OCO3)O2	15	1	-14	8	-5	-2	-0.5	-1.0
CC(C)NC(=O)Nc1ccc2c(c1)CC(=O)N([C@@H](C)CO)C[C@@H](C)[C@@H](CN(C)Cc1ccccc1)O2	0.0	-1	-6	23	-9	4	3.2	0.1
C[C@@H]1CCCCO[C@@H](CN(C)S(C)(=O)=O)[C@H](C)CN([C@@H](C)CO)C(=O)c2cc(N(C)C)ccc2O1	1.7	-1	4	-67	1	27	-3.3	-0.5
CC(=O)c1c(C)[nH]c(C(=O)NNC(=O)c2ccc(Br)cc2)c1C	·	0	-11	-24	16	-18	4.3	0.0
CCOc1ccc(C(=S)N2CCCC2)cc1OCC	·	7	6	-13	1	20	0.6	0.0
COc1cc(/C=N/NC(=O)Cc2ccccc2)ccc1Oc1ccc([N+](=O)[O-])cc1[N+](=O)[O-]	-0.2	0	·	7	·	2	-0.2	0.2
C[C@@H]1CCCCO[C@H](CN(C)Cc2ccc3c(c2)OCO3)[C@@H](C)CN([C@H](C)CO)C(=O)c2cc(NC(=O)CCCN(C)C)ccc2O1	-0.3	-3	3	-17	-14	7	0.5	0.1
C[C@H](CO)N1C[C@H](C)[C@H](CN(C)C(=O)Nc2ccc(C(F)(F)F)cc2)OCCCC[C@H](C)Oc2ccc(NS(=O)(=O)c3ccc(F)cc3)cc2C1=O	·	1	9	-33	82*	20	4.2	0.0
COc1ccc(S(=O)(=O)N(C)C[C@@H]2Oc3ccc(NC(=O)Nc4ccccc4)cc3CC(=O)N([C@H](C)CO)C[C@H]2C)cc1	0.1	-1	4	-7	6	3	-2.3	-0.1
CCOc1ncccc1C(=O)Nc1ccc(C(=O)Nc2ccc(OC)cc2)cc1	2.9	-7	1	10	3	1	1.3	0.2
CNC(=O)C[C@H]1CC[C@@H]2[C@H](COc3ccc(NC(=O)c4cnccn4)cc3C(=O)N2C)O1	0.0	·	-10	·	8	5	0.2	0.3
C[C@@H]1CN([C@@H](C)CO)C(=O)Cc2cc(NC(=O)Cc3ccccc3)ccc2O[C@@H]1CN(C)Cc1ccc(C(=O)Nc2ccccc2N)cc1	1.7	·	1	·	-6	-4	1.3	0.9
COC(=O)[C@@H]1C[C@@]2(O)[C@@H](O)[C@@H](O)[C@@H](O)C[C@H]2N1CC(c1ccccc1)c1ccccc1	0.0	-2	8	-10	-18	-16	-1.1	-0.6
COC(=O)[C@H]1[C@H](CO)[C@H]2Cn3c(ccc(-c4ccc(OC)cc4)c3=O)[C@H]2N1C	-0.4	3	8	-42	-14	2	·	0.6
O=C(NCCCN1CCC(Cc2ccccc2)CC1)c1ccc2nc(N3CCOCC3)sc2c1	1.8	-20	·	-3	2	-9	0.2	-0.1
N#Cc1ccccc1S(=O)(=O)Nc1ccc2c(c1)C(=O)OC2	·	-1	2	4	0	·	1.2	0.1
COc1ccc(N2CCN(C(=O)Cn3nnc(-c4ccccc4N)n3)CC2)cc1	-0.1	2	·	-5	9	1	0.7	0.4
CCc1nnc(NS(=O)(=O)c2ccc(NC(=O)c3cccc(OC)c3)cc2)s1	2.4	7	-7	-11	2	15	-6.0	0.8
C[C@H]1CN([C@@H](C)CO)C(=O)CCCn2cc(nn2)CO[C@H]1CN(C)S(=O)(=O)c1ccc(C#N)cc1	0.5	-2	3	1	6	-2	-1.4	0.0
O=c1c2[nH]c3ccc(F)cc3c2ncn1CCC1=CCCCC1	-0.2	-2	·	0	-1	11	-0.9	-0.2
CCOC(=O)C1(Cc2ccc(OC)cc2)CCN(C(=O)C2CCCO2)CC1 (configuration not stated)	·	0	·	0	3	2	-0.3	-0.1
COc1ccc(CN/C=C2\CCCCC2=O)cc1	·	1	-7	-23	18	·	2.3	·
C[C@H]1CN([C@@H](C)CO)S(=O)(=O)c2ccc(Br)cc2O[C@H]1CN(C)Cc1ccccn1	1.0	3	-7	-1	18	7	1.9	-1.2
O=C(CCS(=O)(=O)Cc1ccccc1)N1CCN(Cc2ccccc2)CC1	·	16	·	-6	9	13	-2.8	·
CO[C@H]1CN(C)C(=O)c2ccc(NC(=O)c3ccccc3)cc2OC[C@@H](C)N(C)C[C@H]1C	0.0	-1	-2	8	5	7	·	0.2
CCCn1c(CCNC(=O)c2ccco2)nc2ccccc21	0.0	1	6	-9	-1	14	-3.7	0.0
O=C(CSc1nnc(-c2ccncc2)n1CC1CCCO1)Nc1ccccc1Cl (configuration not stated)	-0.3	-2	·	-4	0	·	0.4	0.0
CC1=C(C(=O)OCc2ccccc2)C(c2ccc(Cl)cc2)NC(=O)N1C (configuration not stated)	0.2	0	4	-1	1	·	0.8	0.0
C[C@@H]1CCCCO[C@H](CN(C)C(=O)Nc2ccc(C(F)(F)F)cc2)[C@@H](C)CN([C@H](C)CO)C(=O)c2cc(NC(=O)c3ccncc3)ccc2O1	-0.2	0&1	5	-28&-16	21*!	-2&-4	1.9&1.1	0.0&0.3
Cc1nccc(-c2cc(-c3ccc(Cl)cc3Cl)no2)n1	·	1	·	-7	0	·	-3.1	0.0
Cc1ccc(S(=O)(=O)Nc2ccccc2NS(=O)(=O)c2ccc(C)cc2)cc1	?	12	·	-12	11	-12	2.5	0.0
Cn1c(N=Nc2ccc(N3CCOCC3)cc2)[n+](C)c2ccccc21	-1.0	7	92*	103*	2	4	0.5	0.0
C/C=C/c1ccc(C2[C@H]3CNC[C@@H]2N3S(=O)(=O)c2ccccc2C)cc1 (some centres not stated)	0.2&0.0	-4&0	·	-87&29	20*!	-4&-6	-4.6&1.9	0.1&0.0
C[C@@H]1CCCCO[C@H](CN(C)C(=O)NC2CCCCC2)[C@@H](C)CN([C@H](C)CO)C(=O)c2cc(NC(=O)Nc3ccc4c(c3)OCO4)ccc2O1	·	1	-1	3	11	-1	-0.6	0.0
CCOC(=O)N1C(=O)[C@](c2ccc(Cl)cc2)(C(C)C)N1C(=O)OCC	-0.3	0	5	-1	-5	-18	-0.6	-0.1
COc1cccc(Oc2nccc(N(C)C)c2C#N)c1	·	-4	0	-22	4	2	·	0.0
Following part
SMILES	E-selectin induc	CASP6 VEID inh	RAD54 branch	RAD52 inh	DENV2 CPE	INS-1E GSIS act	F508del corr	XiGFP reactiv
CCCCC1=CC2=CC(=O)C(C)(OC(=O)CC)C(=O)C2=CN1Cc1ccc2c(c1)OCO2 (configuration not stated)	-0.8	·	6	-19	18	-3	3.7	0.0
COc1ccc(CN(C)C[C@H]2Oc3ccc(NC(=O)C4CCCCC4)cc3CC(=O)N([C@H](C)CO)C[C@@H]2C)cc1	·	6	-3	13	10	·	-0.5	·
Cc1cc(C)c(NC(=O)CSc2ccc3nnc(CCNC(=O)c4ccccc4)n3n2)c(C)c1	·	0	-3	-16	-1	0	-3.9	-0.1
COc1cccc(CNC(=O)C(Cc2ccccc2)n2cccc2)c1 (configuration not stated)	·	-3	·	-39	2	-44	-1.1	?

Compound activity from PubChem.

An unsorted share of the library; any-hit rate near 3.7%.
